Source: PubChem BioAssay
SRC2 inh: inhibition of GAL4-SRC2 driven luciferase reporter, primary screen, SRC2 inhibitor project, cell-based, luminescence; Nuclear receptor coactivator 2 (Homo sapiens), Q15596; inhibition, % at 9 µM; hit rate 0.17% among 370,000; AID 651957, 2012; HEK293 GAL4-SRC2 luciferase reporter;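 active means inhibition above the mean inhibition of all tested compounds plus 3 SD, set per campaign, cut at about 52% in these data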;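 further: 0% = DMSO treated cells and 100% = cells given Gossypol at 36 µM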
EBV LMP1 NFkB: EBV LMP1-driven NF-kappaB luciferase reporter inhibitors, primary screen, cell-based, luminescence, single point; hit rate 0.69% among 350,000; inhibition, % at 12.5 µM; LMP1-induced NF-kappaB luciferase reporter cells; AID 504558, 2011; in the data active means inhibition above about 41%;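 further: 0% = neutral control wells and 100% = reference inhibitor control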
NCOA3 inh: SRC3 coactivator transcriptional activity inhibitors, primary screen, cell-based, luminescence; Nuclear receptor coactivator 3 (Homo sapiens), Q9Y6Q9; HEK293 GAL4-SRC3 luciferase reporter; inhibition, % at 3.6 µM; hit rate 0.17% among 360,000; AID 588352, 2011;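 active means inhibition above a per-campaign cutoff, the mean of all compounds plus 3 SD, cut at about 60% in these data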;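 further: 0% = DMSO-treated cells and 100% = gossypol-treated cells at 36 µM; higher means less SRC3-driven luciferase light from the GAL4 reporter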
C8 TRAIL sens: viability loss with TRAIL in NB7+C8 cells, primary screen, TRAIL sensitizer project, cell-based, ATPlite luminescence. inhibition (viability loss, TRAIL sensitization), % at 10 µM. hit rate 1% among 360,000;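 active means compounds causing at least 50% loss of cell viability in the single-dose screen, relative to plate controls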
NR5A2 inv ag: LRH-1 (NR5A2) inverse agonists, primary screen, cell-based, luminescence, HEK293T, StAR-luciferase reporter | Nuclear receptor subfamily 5 group A member 2 (Homo sapiens), O00482 | LRH-1 transfected, 24 h | inhibition, % at 3.6 µM | hit rate 0.13% among 360,000 | AID 602396, 2012;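 active means inhibition above the mean inhibition of all tested compounds plus 3 SD, cut at about 73% in these data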;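 further: 0% = DMSO wells and 100% = reporter-only cells lacking LRH-1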
Target sequence (O00482 whole entry, looked up): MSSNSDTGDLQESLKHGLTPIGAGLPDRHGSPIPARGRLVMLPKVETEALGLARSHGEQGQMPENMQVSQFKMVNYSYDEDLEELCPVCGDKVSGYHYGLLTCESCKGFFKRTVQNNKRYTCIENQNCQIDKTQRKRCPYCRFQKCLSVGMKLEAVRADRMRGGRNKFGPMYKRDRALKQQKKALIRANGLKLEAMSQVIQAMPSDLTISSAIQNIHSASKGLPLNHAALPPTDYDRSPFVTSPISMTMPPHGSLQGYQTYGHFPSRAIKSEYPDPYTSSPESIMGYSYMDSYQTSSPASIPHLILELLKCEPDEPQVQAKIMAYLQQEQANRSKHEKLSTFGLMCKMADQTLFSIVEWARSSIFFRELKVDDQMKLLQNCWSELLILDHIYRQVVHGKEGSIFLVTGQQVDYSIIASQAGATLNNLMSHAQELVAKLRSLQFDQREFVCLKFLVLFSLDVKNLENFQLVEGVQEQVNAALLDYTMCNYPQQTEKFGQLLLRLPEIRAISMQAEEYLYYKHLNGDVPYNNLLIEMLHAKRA
NCOA1 inh: SRC1 coactivator transcriptional activity inhibitors, primary screen, cell-based, luminescence; Nuclear receptor coactivator 1 (Homo sapiens), Q15788; HEK293 GAL4-SRC1 luciferase reporter; inhibition, % at 3.6 µM; hit rate 0.12% among 360,000;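 active means inhibition above the campaign mean plus 3 SD, with each screening campaign given its own cutoff, cut at about 60% in these data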;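 further: 0% = DMSO treated cells and 100% = gossypol at 36 µM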
NR2F2 inh: NR2F2 transcriptional activity inhibitors, primary screen, cell-based, luciferase reporter, HEK293T, luminescence; COUP transcription factor 2 (Homo sapiens), P24468; HEK293T NGFI-A luciferase reporter; inhibition, % at 8.6 µM; hit rate 0.7% among 370,000;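 active means inhibition above a per-plate cutoff, mean inhibition of test wells between control levels plus 3 SD, cut at about 38% in these data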;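 further: cells cotransfected with COUP-TFII expression vector driving the NGFI-A reporter; 0% = median of COUP-TF2 test wells and 100% = reporter-only cells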
Target sequence (P24468 whole entry, looked up): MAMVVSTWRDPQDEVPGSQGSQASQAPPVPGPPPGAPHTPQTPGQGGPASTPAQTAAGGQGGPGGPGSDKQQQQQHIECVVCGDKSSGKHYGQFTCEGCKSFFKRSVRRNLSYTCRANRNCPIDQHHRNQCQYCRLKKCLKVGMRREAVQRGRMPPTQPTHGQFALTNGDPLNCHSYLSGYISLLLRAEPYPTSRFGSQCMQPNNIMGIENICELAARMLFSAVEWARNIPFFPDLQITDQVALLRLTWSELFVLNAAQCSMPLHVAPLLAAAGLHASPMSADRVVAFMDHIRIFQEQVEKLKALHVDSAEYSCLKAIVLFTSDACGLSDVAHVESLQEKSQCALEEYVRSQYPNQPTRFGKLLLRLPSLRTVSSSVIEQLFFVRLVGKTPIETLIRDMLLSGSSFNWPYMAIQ
TROY NFkB inh: inhibitors of TROY-driven NF-kB signaling, primary screen, Q293 LMP1-TROYcd cells, NF-kB luciferase, uHTS. Q293 LMP1-TROYcd NF-kB luciferase reporter, 4 h. inhibition, % at 10 µM. hit rate 0.98% among 360,000. AID 1347056, 2019;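 active means compounds whose plate-normalised and pattern-corrected inhibition of the luciferase reporter signal at the single screening dose is 50% or more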
TLR9-MyD88 block: inhibitors of TLR9-MyD88 association in cells, primary screen, cell-based, CHO, BLA complementation, fluorescence | inhibition, % at 4.98 µM | CCF4 FRET ratio | hit rate 0.21% among 340,000;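 active means inhibition above the mean over all tested compounds plus 3 SD, cut at about 21% in these data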;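 further: 0% = DMSO only wells and 100% = clavulanate BLA inhibitor control wells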
TWEAK Fn14 block: inhibitors of TWEAK-Fn14 signaling, primary screen, luciferase reporter cells, uHTS; TWEAK-stimulated Fn14 reporter cells, luciferase luminescence, 8 h; inhibition, % at 10 µM; hit rate 2% among 360,000; in the data active means inhibition above about 50%
NOD2 RIPK2 PPI: NOD2-RIPK2 binding disruptors in cells, primary screen, fluorescence, CHO cells, BLA complementation | inhibition, % at 4.98 µM | hit rate 0.38% among 360,000 | Receptor-interacting serine/threonine-protein kinase 2 (Homo sapiens), O43353 | CCF4 ratio; in the data active means inhibition above about 21%;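 further: 0% = vehicle only and 100% = reference blocker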
Starred values were filed as active, the others as inactive. Some of the compounds tested; count on the stated rates, not on these rows.

For Cc1ccc(C(=O)NC(=S)NCc2ccco2)cc1 the results were SRC2 inh -31, EBV LMP1 NFkB -6, NCOA3 inh -26, C8 TRAIL sens 1, NR5A2 inv ag -31, NCOA1 inh -23, NR2F2 inh -1, TROY NFkB inh 12, TLR9-MyD88 block -4, TWEAK Fn14 block 4 and NOD2 RIPK2 PPI -7.
Screening O=C(O)c1ccccc1C(=O)c1ccc(Cl)cc1 returned SRC2 inh -15, EBV LMP1 NFkB -2, NCOA3 inh 15, C8 TRAIL sens -5, NR5A2 inv ag -13, NCOA1 inh -28, NR2F2 inh -8, TROY NFkB inh 6, TLR9-MyD88 block 5, TWEAK Fn14 block -3 and NOD2 RIPK2 PPI -9.
Screening CN(c1ccccc1)S(=O)(=O)c1cccc(NC(=O)c2ccncc2)c1 returned SRC2 inh 9, EBV LMP1 NFkB 21, NCOA3 inh 25, C8 TRAIL sens 13, NR5A2 inv ag 22, NCOA1 inh -5, NR2F2 inh 28, TROY NFkB inh 31, TLR9-MyD88 block -12, TWEAK Fn14 block 24 and NOD2 RIPK2 PPI 4.
For CCc1cc(CN2CCOCC2)c(NC(=O)c2ccccc2)s1 the results were SRC2 inh -14, EBV LMP1 NFkB -10, NCOA3 inh -16, C8 TRAIL sens 16, NR5A2 inv ag -19, NCOA1 inh -15, NR2F2 inh 3, TROY NFkB inh -8, TLR9-MyD88 block 8, TWEAK Fn14 block -34 and NOD2 RIPK2 PPI -5.
For COc1ccccc1CC(=O)Nc1cc2oc3ccccc3c2cc1OC the results were SRC2 inh -33, EBV LMP1 NFkB -17, NCOA3 inh 16, C8 TRAIL sens 15, NR5A2 inv ag 4, NCOA1 inh 0, NR2F2 inh 4, TROY NFkB inh -30, TLR9-MyD88 block -1, TWEAK Fn14 block 1 and NOD2 RIPK2 PPI -8.
`Cc1ccc(C2C=NN(c3ccccc3)C2=O)cc1` (stereo not drawn) gave SRC2 inh -41, EBV LMP1 NFkB 1, NCOA3 inh -23, C8 TRAIL sens -7, NR5A2 inv ag -7, NCOA1 inh -28, NR2F2 inh -8, TROY NFkB inh -2, TLR9-MyD88 block -3, TWEAK Fn14 block -22 and NOD2 RIPK2 PPI 0.
`NC(=O)NCC(c1ccccc1)C1CCCCC1` (stereo not drawn) gave SRC2 inh 8, EBV LMP1 NFkB 2, NCOA3 inh -28, C8 TRAIL sens -13, NR5A2 inv ag -2, NCOA1 inh 13, NR2F2 inh -6, TROY NFkB inh 8, TLR9-MyD88 block -1, TWEAK Fn14 block 1 and NOD2 RIPK2 PPI 0.
Screening CCOC(=O)COn1c(=O)c[n+]([O-])c2ccccc21 returned SRC2 inh 0, EBV LMP1 NFkB -7, NCOA3 inh 9, C8 TRAIL sens 0, NR5A2 inv ag 5, NCOA1 inh -12, NR2F2 inh -9, TROY NFkB inh 7, TLR9-MyD88 block 7, TWEAK Fn14 block 17 and NOD2 RIPK2 PPI -3.
Screening O=C(O)CN1C(=O)c2ccc(C(=O)c3ccccc3)cc2C1=O returned SRC2 inh -2, EBV LMP1 NFkB 3, NCOA3 inh 5, C8 TRAIL sens -4, NR5A2 inv ag -13, NCOA1 inh 6, NR2F2 inh -13, TROY NFkB inh -12, TLR9-MyD88 block -3, TWEAK Fn14 block -8 and NOD2 RIPK2 PPI -9.
For C=CCn1c(O)c(N=Nc2ccccc2)c2ccccc21 the results were SRC2 inh -3, EBV LMP1 NFkB 1, NCOA3 inh 0, C8 TRAIL sens -11, NR5A2 inv ag -1, NCOA1 inh -3, NR2F2 inh -6, TROY NFkB inh -8, TLR9-MyD88 block -4, TWEAK Fn14 block 3 and NOD2 RIPK2 PPI -5.
CCn1nc(C)c(CNCc2cn[nH]c2-c2cc3ccccc3o2)c1C was read as SRC2 inh 15, EBV LMP1 NFkB 9, NCOA3 inh 10, C8 TRAIL sens 10, NR5A2 inv ag 18, NCOA1 inh 12, NR2F2 inh -9, TROY NFkB inh -16, TLR9-MyD88 block 2, TWEAK Fn14 block 0 and NOD2 RIPK2 PPI -2.
For Cc1ccc(CNC(=O)Nc2ccc(F)cc2F)n1C the results were SRC2 inh -44, EBV LMP1 NFkB -7, NCOA3 inh -22, C8 TRAIL sens -9, NR5A2 inv ag 21, NCOA1 inh 4, NR2F2 inh 4, TROY NFkB inh -7, TLR9-MyD88 block 3, TWEAK Fn14 block -5 and NOD2 RIPK2 PPI 7.
Screening O=S(=O)(c1cccc(S(=O)(=O)N2CCOCC2)c1)N1CCCCCC1 returned SRC2 inh 20, EBV LMP1 NFkB -6, NCOA3 inh 15, C8 TRAIL sens 0, NR5A2 inv ag -13, NCOA1 inh 6, NR2F2 inh 7, TROY NFkB inh -4, TLR9-MyD88 block 7, TWEAK Fn14 block -13 and NOD2 RIPK2 PPI -7.
For Cc1ccc2c(C(=O)N3CCN(c4ccccc4)CC3)cc(-c3cccnc3)nc2c1C the results were SRC2 inh 12, EBV LMP1 NFkB -3, NCOA3 inh 0, C8 TRAIL sens -2, NR5A2 inv ag 17, NCOA1 inh 1, NR2F2 inh 9, TROY NFkB inh 37, TLR9-MyD88 block 3, TWEAK Fn14 block 1 and NOD2 RIPK2 PPI -1.
For COc1ccc(C(=O)NCC(=O)N/N=C(\C)Cc2ccccc2)cc1 the results were SRC2 inh -5, EBV LMP1 NFkB -5, NCOA3 inh 3, C8 TRAIL sens -13, NR5A2 inv ag 10, NCOA1 inh 0, NR2F2 inh -2, TROY NFkB inh 7, TLR9-MyD88 block -1, TWEAK Fn14 block 4 and NOD2 RIPK2 PPI 1.
O=C(CCCCCBr)N1CCC(CC2CC(c3ccc(Cl)cc3)=NO2)(C(=O)NCC2CCCCC2)CC1 (stereo not drawn) was read as SRC2 inh -2, EBV LMP1 NFkB 4, NCOA3 inh 9, C8 TRAIL sens 17, NR5A2 inv ag -9, NCOA1 inh -18, NR2F2 inh 2, TROY NFkB inh 8, TLR9-MyD88 block 1, TWEAK Fn14 block -11 and NOD2 RIPK2 PPI -4.
Screening CCC(C)OC(=O)C1C(c2ccccc2)C(C(=O)O)C1c1ccccc1 (stereo not drawn) returned SRC2 inh -17, EBV LMP1 NFkB 2, NCOA3 inh -3, C8 TRAIL sens -13, NR5A2 inv ag 7, NCOA1 inh 5, NR2F2 inh -1, TROY NFkB inh -19, TLR9-MyD88 block -9, TWEAK Fn14 block 1 and NOD2 RIPK2 PPI -10.
COc1ccc(NC2=Nc3ccccc3N3C2=Nc2c(c(C)nn2-c2ccc(C)cc2)C3c2cccnc2)cc1 (stereo not drawn) was read as SRC2 inh -14, EBV LMP1 NFkB -31, NCOA3 inh -5, C8 TRAIL sens -7, NR5A2 inv ag -11, NCOA1 inh -3, NR2F2 inh 8, TROY NFkB inh 9, TLR9-MyD88 block -2, TWEAK Fn14 block -4 and NOD2 RIPK2 PPI 6.
For COc1ccc(CNS(=O)(=O)c2ccc(F)cc2Br)cc1 the results were SRC2 inh 2, EBV LMP1 NFkB -3, NCOA3 inh 9, C8 TRAIL sens -9, NR5A2 inv ag 0, NCOA1 inh 7, NR2F2 inh 9, TROY NFkB inh -2, TLR9-MyD88 block -4, TWEAK Fn14 block 9 and NOD2 RIPK2 PPI -8.
`COC(=O)CCC(=O)N1CCc2cc(S(=O)(=O)N3CCN(c4ccccc4Cl)CC3)ccc21` gave SRC2 inh -18, EBV LMP1 NFkB 4, NCOA3 inh 7, C8 TRAIL sens -7, NR5A2 inv ag 8, NCOA1 inh -7, NR2F2 inh 0, TROY NFkB inh 3, TLR9-MyD88 block -4, TWEAK Fn14 block 5 and NOD2 RIPK2 PPI -6.
`CCOc1ccccc1N1CCN(C(=O)CCCc2nc3ccccc3s2)CC1` gave SRC2 inh 19, EBV LMP1 NFkB -2, NCOA3 inh 7, C8 TRAIL sens -13, NR5A2 inv ag 10, NCOA1 inh -15, NR2F2 inh -4, TROY NFkB inh -9, TLR9-MyD88 block -11, TWEAK Fn14 block 1 and NOD2 RIPK2 PPI -8.
For CC(CCc1ccccc1)NC(=O)COC(=O)CC1CC2CCC1C2 (stereo not drawn) the results were SRC2 inh -17, EBV LMP1 NFkB 0, NCOA3 inh 10, C8 TRAIL sens 3, NR5A2 inv ag 26, NCOA1 inh -13, NR2F2 inh 3, TROY NFkB inh -6, TLR9-MyD88 block 4, TWEAK Fn14 block -12 and NOD2 RIPK2 PPI 7.
O=C(NCC(=O)N1CCCC1)c1cccs1 was read as SRC2 inh -29, EBV LMP1 NFkB -9, NCOA3 inh -10, C8 TRAIL sens -14, NR5A2 inv ag -8, NCOA1 inh -20, NR2F2 inh -9, TROY NFkB inh -8, TLR9-MyD88 block 1, TWEAK Fn14 block -8 and NOD2 RIPK2 PPI 1.
`COc1ccc(C(CNC(=O)C(C)(C)Oc2ccc(Cl)cc2)N2CCOCC2)cc1` (stereo not drawn) gave SRC2 inh -9, EBV LMP1 NFkB 2, NCOA3 inh 21, C8 TRAIL sens -9, NR5A2 inv ag 5, NCOA1 inh -41, NR2F2 inh 4, TROY NFkB inh 3, TLR9-MyD88 block 7, TWEAK Fn14 block 3 and NOD2 RIPK2 PPI -5.
`COc1ccc2nc(NC(=O)c3c(C)noc3C)sc2c1` gave SRC2 inh -84, EBV LMP1 NFkB -12, NCOA3 inh -28, C8 TRAIL sens 42, NR5A2 inv ag -84, NCOA1 inh -44, NR2F2 inh -25, TROY NFkB inh -65, TLR9-MyD88 block 2, TWEAK Fn14 block -42 and NOD2 RIPK2 PPI 1.
Screening Cc1ccc(N2CCN(C(=O)c3ccccc3F)CC2)c(C)c1 returned SRC2 inh 13, EBV LMP1 NFkB 10, NCOA3 inh -7, C8 TRAIL sens 5, NR5A2 inv ag -8, NCOA1 inh -1, NR2F2 inh 4, TROY NFkB inh 11, TLR9-MyD88 block -4, TWEAK Fn14 block 32 and NOD2 RIPK2 PPI 3.
`S=C(NCC(c1ccco1)N1CCCC1)Nc1ccccc1` (stereo not drawn) gave SRC2 inh -3, EBV LMP1 NFkB 4, NCOA3 inh 12, C8 TRAIL sens 4, NR5A2 inv ag 5, NCOA1 inh -6, NR2F2 inh -5, TROY NFkB inh 8, TLR9-MyD88 block -4, TWEAK Fn14 block 2 and NOD2 RIPK2 PPI 1.
Screening Cc1sc2nc(SCc3nc(-c4ccccc4)no3)n(-c3ccccc3)c(=O)c2c1C returned SRC2 inh -6, EBV LMP1 NFkB 7, NCOA3 inh 2, C8 TRAIL sens 2, NR5A2 inv ag 5, NCOA1 inh -19, NR2F2 inh -6, TROY NFkB inh 8, TLR9-MyD88 block 4, TWEAK Fn14 block -3 and NOD2 RIPK2 PPI -9.
